All columns: NCI-60 one-dose screen, growth in % after 48 h at 10 µM unless noted; 100 = growth as untreated, 0 = no growth, -100 = all killed.
SNB-75: SNB-75 CNS cancer | 79,000 tested, 5% active | AID 1794750
A498: A498 renal cancer cells; 76,000 tested, 5.4% active
SF-268: SF-268 CNS cancer cells. 82,000 tested, 3.1% active. AID 1794759
SNB-19: SNB-19 CNS cancer cells | 81,000 tested, 2.5% active
NCI-H23: NCI-H23 lung cancer. 80,000 tested, 4% active
CAKI-1: CAKI-1 renal cancer; AID 1794772; 75,000 tested, 4.7% active
SF-295: SF-295 CNS cancer cells. 79,000 tested, 5.6% active
SF-539: SF-539 CNS cancer. 81,000 tested, 6.8% active
U251: U251 CNS tumor cells. 80,000 tested, 5.4% active. AID 1794753
Active calls of the source: *; x = no result given; & = joins results of further samples. Rule for the calls: active = growth percent below 10; inactive = the rest.

Structure	SNB-75	A498	SF-268	SNB-19	NCI-H23	CAKI-1	SF-295	SF-539	U251
COc1cc(-c2nc(SCC(C)C)nc(Nc3cccc4ccccc34)c2C#N)cc(OC)c1OC	94.3	74.3	92.6	106.3	102.1	68.5	100.7	101.5	59.1
CCOC(=O)Nc1cccc(C(F)(F)F)c1	87.6	138.9	112.0	90.0	95.8	92.4	124.2	104.0	131.0
CC(C)(C)Nc1c(-c2cccs2)nc2ncccn12	x	80.1	97.5	95.9	96.6	89.9	99.5	97.5	104.2
Cn1cnc([N+](=O)[O-])c1N=C(N)N	86.1	114.2	117.5	96.0	94.4	96.1	109.0	98.2	101.8
O=C(CCc1nc2sc3c(c2c(=O)[nH]1)CCC3)NCc1cn(-c2ccccc2)nc1-c1ccccc1	-59.0*	66.4	65.3	49.8	66.2	92.5	46.2	83.3	44.0
Cc1nn(-c2ccccc2)c2nc(C)n(C(=O)N/N=C/c3ccccc3O)c(=O)c12	63.0	119.8	95.4	76.7	100.8	76.0	103.8	89.7	90.2
CCN1CCCCN(CC(=O)NC(C)(C)C)CC1	89.5	89.8	97.8	92.4	100.5	x	96.6	105.3	97.4
CCC1(C)COC(c2ccc(OC)cc2)OC1 (stereo not given)	85.1	114.0	100.9	104.4	100.9	x	99.0	94.0	97.3
COCC1(c2nc3cc(F)ccc3c(-c3ccccc3)c2-c2nn[nH]n2)CCCC1	86.7	99.2	99.4	99.7	100.9	90.2	97.8	93.9	101.6
Nc1cc(S(=O)(=O)O)c2cccc(S(=O)(=O)O)c2c1	102.6&93.5	149.9&101.9	110.0&97.8	96.3&102.6	94.5&93.8	90.8&104.7	108.4&97.4	88.4&105.8	95.8&104.7
CCN(CC)CCSc1nc2ccccc2[nH]1	104.5	116.1	116.2	103.7	93.7	102.4	103.2	100.3	110.0
CC(C)OCC1CO1 (stereo not given)	92.7	116.9	99.9	99.7	109.6	97.9	78.2	95.1	102.0
Cc1nc2ccc(-c3cc(C(F)(F)F)cc(C(F)(F)F)c3)cc2c(=O)n1-c1ccccc1	78.6	x	92.5	71.4	103.6	x	84.1	86.7	65.9
Cn1cc(-c2nonc2-c2c[nH]c3ccccc23)c2cccnc21	21.2	17.1	56.5	46.4	54.4	39.3	51.4	41.9	26.0
CNC(=O)OCC1CC=CCC1 (stereo not given)	90.5	118.1	105.0	x	92.2	x	170.5	93.3	100.2
COc1ccc(C2=NN(C=O)C(c3sc(N(C)Cc4ccccc4)nc3Cl)C2)cc1 (stereo not given)	85.8	77.8	89.3	91.6	63.6	59.8	88.0	97.3	89.9
COc1cc(-c2nc3occn3c2-c2ccnc(NCCCNS(=O)(=O)c3ccc(O)cc3)n2)ccc1F	97.6	103.5	110.2	123.8	92.6	92.6	91.6	109.7	107.8
O=C(Cn1cc(F)c(=O)[nH]c1=O)c1ccco1	97.6	121.1	101.7	97.6	104.7	94.9	103.4	98.8	100.8
COc1ccc(CCN2CCN(c3cccc(Cl)c3)CC2)cc1OC	119.4	91.7	98.9	x	83.2	63.2	69.7	106.9	91.0
C/C(=N\O)c1ccc(NC(=O)CSc2nnc([C@H](C)c3ccc(CC(C)C)cc3)o2)cc1	93.0	100.6	97.8	93.2	93.5	94.7	101.1	95.1	95.1
COc1ccc(-c2nn(-c3ccccc3)cc2C2C(C(=O)Nc3ccccn3)=C(C)NC(C)=C2C(=O)Nc2ccccn2)cc1	85.5	125.3	94.3	97.7	91.2	75.5	92.7	100.1	106.1
Cc1cc(F)ccc1C(=O)Nc1cc(-c2cccnc2)nc(NCCCN2CCOCC2)n1	89.8	77.2	100.8	91.4	96.7	100.3	97.9	x	91.3
CC1(C)S[C@@H]2[C@H](NC(=O)[C@H](C(=O)O)c3cccs3)C(=O)N2[C@H]1C(=O)O	104.4	118.4	109.6	104.7	101.6	93.2	98.4	100.0	94.4
CC(=O)c1c(-c2ccc(OC(F)(F)F)cc2)nc2ccccn12	91.9	x	94.3	99.1	95.4	92.4	90.2	92.3	89.8
Cc1cc2c(c(C)c1Cl)C(=O)/C(=C/c1ccc(F)cc1)O2	79.9	96.8	97.0	99.2	86.3	79.0	97.6	93.1	98.9
N#Cc1c(-c2ccccc2)[nH]c(=S)n(N=O)c1=O	121.6	119.0	131.9	108.6	116.2	113.7	129.7	145.4	96.3
CCOC(=O)C1=C(C(C)=O)C(c2ccccc2[N+](=O)[O-])C(C(C)=O)=C(C(=O)OCC)N1	141.8	151.6	96.2	x	83.3	81.0	98.4	97.4	106.3
Cc1cc2ccccc2cn1	83.1&92.9	197.3&100.1	134.2&101.3	97.7&95.3	114.1&97.1	67.8&100.0	90.3&100.2	98.7&102.2	103.2&99.4
C/C(=N\NC(=O)C(C)SC(C)C(=O)N/N=C(\C)c1cccnc1)c1cccnc1 (stereo not given)	89.7	88.2	108.2	109.6	103.0	97.7	115.6	103.8	109.5
c1ccc(-c2c3c(nn2-c2ccccc2)CON(c2ccccc2)[C@H]3c2ccccc2)cc1	85.6	92.7	88.9	88.3	87.3	75.6	92.1	97.5	91.2
NC(=O)c1cc2c(n1Cc1ccccc1)-c1nc(NC3CCCCC3)ncc1CCC2	74.0	58.9	88.6	77.2	104.9	76.3	68.8	93.8	83.6
COC(=O)CCCCCCCCCCBr	93.0	78.9	105.5	110.9	100.5	102.0	99.6	105.3	100.2
COc1ccc(Cn2nc(-c3ccc(OC)c(OC)c3)c3c2CCc2cnoc2-3)cc1OC	73.0	89.1	104.8	103.6	93.7	75.6	82.9	91.5	89.2
CCCCCCOC(=O)N1CCCCC1CCCCC (stereo not given)	102.7	109.6	98.5	99.8	122.5	87.7	112.3	96.6	93.6
CCc1cc(O)c([N+](=O)[O-])cc1[N+](=O)[O-]	87.8	99.6	97.4	106.0	97.7	102.1	102.4	98.7	99.4
CCc1nnc(NC(=O)c2ccoc2COc2ccccc2)s1	8.1*	59.2	66.7	42.4	57.9	41.9	36.1	43.5	49.7
Cn1c(=O)[nH]c(=O)c2nc3c(nc21)-c1ccccc1C3=O	88.9	95.2	99.3	98.1	95.6	89.9	97.7	95.8	105.7
CN(C)Cc1ccc(O)c(C(=O)O)c1	108.2	104.5	104.1	108.7	104.1	92.8	122.8	100.0	93.3
Cc1ccc(C)c2c1CCC(C)C2O (stereo not given)	92.7	119.7	112.8	106.7	104.8	95.3	101.8	97.4	101.6
c1ccc2c(c1)-c1nc3ccccc3cc1C2N1CCCCC1 (stereo not given)	92.6	86.2	92.7	97.3	95.1	87.1	99.4	104.9	94.7
O=C1c2c(c(=O)[nH]c3ccccc23)CCN1Cc1ccccc1	79.8	109.6	109.6	99.6	102.1	x	103.5	90.4	103.1
CCOC(=O)c1nn(-c2ccc(Cl)cc2)c(=N/N=C(\C)c2c(O)c(OC)c3occc3c2OC)s1	104.0	106.9	90.4	97.1	106.9	96.5	102.1	99.7	101.4
COc1ccc(-c2nc3c(nc(C)c4ccc(C)nc43)o2)cc1	84.8	95.6	90.2	103.6	81.3	93.3	100.3	96.4	99.4
Cc1cccc[n+]1C1c2ccccc2-c2ccccc21	94.1	82.9	94.4	89.7	102.6	100.5	99.1	92.7	83.1
COC(=O)[C@@H](N)CCCCNC(=O)[C@]12CCC(C)(C)C[C@H]1C1=CC[C@@H]3[C@@]4(C)CCC(=O)C(C)(C)[C@@H]4CC[C@@]3(C)[C@]1(C)CC2	86.2	102.4	94.9	93.1	101.8	79.3	99.9	98.5	95.9
COC(=O)/C=C1\Sc2ccc(Cl)cc2NC1=O	93.7	108.8	103.8	103.9	89.9	99.9	103.9	104.9	96.3
Nc1nc(=S)[nH]c(-c2ccc(Cl)cc2Cl)c1-c1ncn[nH]1	x	120.4	100.8	97.1	105.3	90.8	100.5	101.0	105.0
Cc1ccc(Sc2oc(-c3ccc(C)cc3)nc2C(=O)O)cc1	77.9	101.2	96.1	103.3	110.1	87.3	104.4	100.2	98.7

Quoted at random: 3 compounds from above
Structure	SNB-75	A498	SF-268	SNB-19	NCI-H23	CAKI-1	SF-295	SF-539	U251
COc1ccc(-c2nc3c(nc(C)c4ccc(C)nc43)o2)cc1	84.8	95.6	90.2	103.6	81.3	93.3	100.3	96.4	99.4
COC(=O)/C=C1\Sc2ccc(Cl)cc2NC1=O	93.7	108.8	103.8	103.9	89.9	99.9	103.9	104.9	96.3
Cc1cccc[n+]1C1c2ccccc2-c2ccccc21	94.1	82.9	94.4	89.7	102.6	100.5	99.1	92.7	83.1

(continued)
Structure	SNB-75	A498	SF-268	SNB-19	NCI-H23	CAKI-1	SF-295	SF-539	U251
COc1ccc(C2CC(c3ccco3)=NN2c2ccc(S(=O)(=O)NC(=O)NCc3ccccc3)cc2)cc1 (stereo not given)	97.8	96.2	102.9	107.7	107.6	97.7	95.9	90.0	99.3
CS(=O)(=O)c1ccc(-c2nc3ccccn3c2/C=N/NC(=S)Nc2ccc(Cl)cc2)cc1	88.3	102.3	91.9	96.4	x	92.7	98.7	94.1	100.7
CCCCCCCCCCOC(=O)C(C)OC(=O)OC (stereo not given)	110.9	108.0	97.2	105.9	101.1	93.4	98.9	97.7	97.5
CC1=CC(c2cccs2)N2C=C(C)SC2=N1 (stereo not given)	90.3	104.2	102.1	101.3	102.5	96.2	106.1	100.7	94.8
COc1ccc(-c2nnc(COc3ccc(NC(=O)Nc4cccc(C(F)(F)F)c4)cc3F)o2)cc1	79.6	27.3	75.1	47.7	56.6	50.6	64.2	57.6	48.1
COC(=O)C1(C(=O)OC)C2CC(C)=C(C)CC21 (stereo not given)	87.6	103.9	116.9	93.8	107.8	107.7	x	103.1	103.0
Clc1ccc(CSc2ncnc3nc[nH]c23)cc1	76.6	98.6	90.0	98.8	105.3	56.6	83.5	97.8	90.6
COC(=O)[C@H](NS(=O)(=O)N(c1ccc(F)cc1)C1CCN(Cc2ccc(F)cc2)CC1)C(C)C	82.3	83.7	101.4	92.3	84.7	96.7	108.4	105.2	104.1
C/C(=N\C(N)=S)c1nc2ccccc2n1CCBr	80.8	129.5	110.3	97.9	96.9	103.0	103.8	106.7	110.2
O=C(O)c1cc([N+](=O)[O-])ccc1Oc1ccccc1	98.1	101.5	97.3	98.4	101.0	101.2	100.5	94.6	95.9
COc1ccc(C(=O)c2sc3nc4c(cc3c2N)CCCC4)cc1OC	49.3	34.9	63.9	71.3	39.3	57.9	28.6	x	39.9
COc1cc(O)ccc1C1=CC(=O)OC1Cc1ccc(O)cc1 (stereo not given)	69.8	94.6	97.4	106.9	87.1	x	91.8	97.5	97.9
COc1cccc(-c2nnc(-c3nc4ccccc4nc3Cl)o2)c1	88.9	89.5	102.9	96.6	99.0	89.4	93.3	101.8	104.1
O=[N+]([O-])c1ccc2cn(C3OC(CO)C(O)C3O)nc2c1 (stereo not given)	90.4	93.6	104.9	95.3	100.5	100.0	103.2	109.8	x
C=C1C(=O)O[C@H]2[C@H]1CC/C(COC(=O)CCCCCCC(=O)OC/C1=C/CC[C@@]3(C)O[C@H]3[C@H]3OC(=O)C(=C)[C@@H]3CC1)=C\CC[C@@]1(C)O[C@@H]21	63.1	96.3	54.2	65.9	25.1	x	94.9	21.1	44.1
CCCn1cnc2c(Sc3c([N+](=O)[O-])ncn3C)nc(N)nc21	85.1	110.1	109.7	102.7	104.8	89.3	109.5	105.9	104.0
Clc1ccc(/C=N/N=c2\scc(-c3ccc(Br)cc3)n2/N=C/c2ccc(Cl)cc2)cc1	78.6	99.0	91.5	88.2	82.2	x	78.8	89.4	78.5
O=C1CCN(Cc2ccco2)C(=S)N1	105.5	x	116.8	106.1	112.7	91.0	122.9	115.4	102.4
CCC(c1ccc(O)cc1)C(CC)c1ccc(O)c(O)c1 (stereo not given)	84.4	85.3	96.5	100.4	97.8	93.6	99.8	103.0	90.5
CC(=O)Nc1ccc(NC(=O)c2ccc3noc(-c4ccccc4)c3c2)cc1	69.1	79.7	94.7	88.7	91.9	91.5	95.6	98.8	91.4
N#C/C(=N\O)C(N)=O	69.2	93.1	103.5	101.4	109.0	113.9	121.6	100.6	101.6
Cc1cc([N+](=O)[O-])ccc1NC(=O)c1ccc2c(c1)nc(-c1ccccc1)n2C1CCCCC1	80.9	121.7	77.1	118.5	91.5	70.3	80.5	92.2	91.4
Nc1cc(S(=O)(=O)c2ccc(N3CCCCC3)c(N)c2)ccc1N1CCCCC1	92.0&92.8	80.6&71.0	96.6&107.7	91.7&96.3	74.0&69.5	83.2&71.0	107.2&63.3	97.3&109.2	90.6&90.5
CC(=N\O)/C(=N/O)c1ccccc1	103.7	34.9	103.1	104.6	101.1	98.2	100.0	103.7	100.3

Reformatted: results already given
Molecule: CCc1cc(O)c([N+](=O)[O-])cc1[N+](=O)[O-]
  SNB-75 = 87.8; A498 = 99.6; SF-268 = 97.4; SNB-19 = 106.0; NCI-H23 = 97.7; CAKI-1 = 102.1; SF-295 = 102.4; SF-539 = 98.7; U251 = 99.4

Molecule: COC(=O)C1(C(=O)OC)C2CC(C)=C(C)CC21 (stereo not given)
  SNB-75 = 87.6; A498 = 103.9; SF-268 = 116.9; SNB-19 = 93.8; NCI-H23 = 107.8; CAKI-1 = 107.7; SF-295 = x; SF-539 = 103.1; U251 = 103.0

Molecule: CCOC(=O)Nc1cccc(C(F)(F)F)c1
  SNB-75 = 87.6; A498 = 138.9; SF-268 = 112.0; SNB-19 = 90.0; NCI-H23 = 95.8; CAKI-1 = 92.4; SF-295 = 124.2; SF-539 = 104.0; U251 = 131.0

Molecule: O=C(Cn1cc(F)c(=O)[nH]c1=O)c1ccco1
  SNB-75 = 97.6; A498 = 121.1; SF-268 = 101.7; SNB-19 = 97.6; NCI-H23 = 104.7; CAKI-1 = 94.9; SF-295 = 103.4; SF-539 = 98.8; U251 = 100.8

Bioassay records deposited in PubChem BioAssay by NCI.
